ssDAF12 agonist = activates DAF-12 receptor from parasite S. stercoralis; HEK293 ssDAF-12/GRIP1 lit1-tk-luc reporter, luminescence; % of 3 µM dafachronic acid response; activation, % at 6.8 µM; 370,000 compounds, 1% hits; AID 652126;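 active means activation above the mean over all tested compounds plus 3 SD, cut at about 0.9% in these data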;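 further: 0% = DMSO-only wells and 100% = 3 µM delta7-dafachronic acid wells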
hcDAF12 agonist = activates DAF-12 receptor from parasite H. contortus | HEK293 hcDAF-12 lit1-tk-luc reporter, luminescence; 0% DMSO, 100% Δ7-dafachronic acid | activation, % at 6.8 µM | 370,000 compounds, 1.4% hits | AID 652067;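 active means activation above the mean of all tested compounds plus 3 SD, cut at about 5.5% in these data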;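 further: 100% = response to 3 µM Δ7-dafachronic acid high control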
Rev-erbA mod = modulators of human Rev-erb alpha DNA binding; P20393; Rev-erbα–FITC-DNA binding, fluorescence polarization, 90 min; activity, % at 10 µM; 370,000 compounds, 0.79% hits; AID 1259318;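 active means activity above about 14%, limit read from the data; passing the limit was not always enough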;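 further: 0% = DMSO wells with 35 nM protein and 100% = DMSO wells with 750 nM protein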
MBD2 DNA inh = MBD2-methylated oligo binding inhibition; Q9UBB5; TR-FRET, MBD2 binding to methylated oligonucleotide; inhibition, % at 4.4 µM; 370,000 compounds, 0.31% hits; in the data active means inhibition above about 13%
Target sequence (Q9UBB5 whole entry, looked up): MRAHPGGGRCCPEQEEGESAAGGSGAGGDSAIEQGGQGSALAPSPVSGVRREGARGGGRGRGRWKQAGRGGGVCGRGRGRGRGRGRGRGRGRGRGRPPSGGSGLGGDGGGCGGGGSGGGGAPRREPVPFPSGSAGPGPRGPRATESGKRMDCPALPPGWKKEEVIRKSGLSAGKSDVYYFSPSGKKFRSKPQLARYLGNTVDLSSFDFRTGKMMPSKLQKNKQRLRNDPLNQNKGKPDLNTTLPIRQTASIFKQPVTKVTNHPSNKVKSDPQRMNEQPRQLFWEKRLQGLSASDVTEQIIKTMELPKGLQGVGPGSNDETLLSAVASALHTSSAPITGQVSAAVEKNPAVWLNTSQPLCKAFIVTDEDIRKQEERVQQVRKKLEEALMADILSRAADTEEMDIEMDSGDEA
ADAM17 inh = inhibits human ADAM17 | P78536 | recombinant ADAM17, EDANS/DABCYL FRET peptide cleavage | inhibition, % at 6.95 µM | 370,000 compounds, 0.83% hits | AID 720648;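 active means inhibition above the mean of compounds lying between control limits plus 3 SD, set per campaign, cut at about 8.5% in these data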;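 further: 0% = DMSO-only wells as the low control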
Target sequence (P78536 215-824 limits assumed): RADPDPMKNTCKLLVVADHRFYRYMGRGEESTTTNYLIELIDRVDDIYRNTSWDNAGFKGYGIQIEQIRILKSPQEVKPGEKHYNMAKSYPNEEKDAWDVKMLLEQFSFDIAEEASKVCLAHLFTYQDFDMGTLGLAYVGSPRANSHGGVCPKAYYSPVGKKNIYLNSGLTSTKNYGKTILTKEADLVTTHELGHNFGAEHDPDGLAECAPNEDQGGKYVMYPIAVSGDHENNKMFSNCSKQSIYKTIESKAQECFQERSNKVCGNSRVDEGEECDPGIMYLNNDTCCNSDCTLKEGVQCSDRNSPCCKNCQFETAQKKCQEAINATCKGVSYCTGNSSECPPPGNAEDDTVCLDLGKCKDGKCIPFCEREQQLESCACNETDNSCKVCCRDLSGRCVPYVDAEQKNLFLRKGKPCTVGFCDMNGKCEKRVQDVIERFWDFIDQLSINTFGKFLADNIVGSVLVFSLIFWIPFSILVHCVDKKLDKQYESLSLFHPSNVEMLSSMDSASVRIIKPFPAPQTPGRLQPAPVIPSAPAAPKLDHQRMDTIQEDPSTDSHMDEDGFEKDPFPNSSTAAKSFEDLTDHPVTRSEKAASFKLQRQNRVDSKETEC
hgDAF12 agonist = activates the H. glycines DAF-12 receptor ligand-binding domain; HEK293 GAL4-hgDAF12 UAS-luciferase reporter, agonist luminescence; normalized to butyrate control; activation, % at 6.8 µM; 370,000 compounds, 1.8% hits;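 active means activation above a cutoff set at the mean of all screened compounds plus 3 SD, cut at about 10% in these data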;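 further: 0% = DMSO wells and 100% = sodium butyrate wells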
PLC-beta3 inh = inhibitors of human phospholipase C beta3; Q01970; Purified PLC-beta3, fluorogenic substrate, fluorescence; inhibition, % at 12.2 µM; 370,000 compounds, 0.18% hits; in the data active means inhibition above about 11%;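 further: 0% = median of compound wells on plate and 100% = full blocker control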
PLC-gamma1 inh = inhibitors of human phospholipase C gamma1 | 370,000 compounds, 0.84% hits | P19174 | purified PLC-gamma1, fluorogenic substrate, fluorescence | AID 720700 | inhibition, % at 12.2 µM; in the data active means inhibition above about 9.5%
DAX1 inh-1 = inhibits human nuclear receptor DAX1; P51843; HEK293 Gal4-DAX1 luciferase reporter, luminescence; inhibition, % at 6.75 µM; 340,000 compounds, 0.99% hits; AID 504766;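 active means inhibition above the mean over all tested compounds plus 3 SD, cut at about 4.2% in these data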;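 further: 0% = DAX1-transfected cells with DMSO and 100% = empty-vector control cells with DMSO; inhibition shows as a rise in luminescence from relieved DAX1 repression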
DAX1 inh-2 = inhibitors of DAX1 repression of SF-1 activated StAR promoter; HEK293T StAR-luciferase reporter, SF-1/DAX-1 repression relief; inhibition, % at 6.8 µM; 370,000 compounds, 1.1% hits; AID 652010;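 active means inhibition above the mean over all tested compounds plus 3 SD, cut at about 3.6% in these data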;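 further: 0% = DAX-1 cells with DMSO and 100% = cells lacking DAX-1 with DMSO; higher inhibition means more luminescence from relief of DAX-1 repression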
SMARCA2 activ = SMARCA2 function activation, primary screen | MG213 cells, MMTV-luciferase reporter, dexamethasone, overnight | activation, % at 9.1 µM | 370,000 compounds, 1% hits; in the data active means activation above about 7.8%;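 further: 0% = vehicle wells and 100% = reference activator wells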
* = called active by the depositor; x = no result given.

SMILES	ssDAF12 agonist	hcDAF12 agonist	Rev-erbA mod	MBD2 DNA inh	ADAM17 inh	hgDAF12 agonist	PLC-beta3 inh	PLC-gamma1 inh	DAX1 inh-1	DAX1 inh-2	SMARCA2 activ
CC(=O)/C(C(=N)N1CCN(C(c2ccccc2)c2ccccc2)CC1)=C(\C)O	-1.2	-0.6	-4	-4	1	-2.3	2	4	-0.7	0.0	1
COC(=O)c1ccccc1NC(=S)N1CCN(c2ccccn2)CC1	-1.2	0.9	8	3	-4	-0.6	-9	4	1.7	0.7	4
COc1ccc2[nH]cc(S(=O)(=O)c3ccc(C)cc3)c2c1	-1.1	-0.7	1	-1	-1	2.0	0	0	0.6	0.5	-1
FC(F)(F)c1ccc(C2Nc3cccc4cccc(c34)N2)cc1	0.2	5.5	-5	-3	0	2.5	-9	-8	-0.8	-0.2	-2
CC(=O)/C(=C/c1ccccc1)C(=O)Nc1ccccc1C	-1.4	-1.3	1	-4	3	2.6	3	4	-0.8	0.1	0
CCOC(=O)c1ccc(NCc2ccc(N(C)C)cc2)cc1	-1.4	0.7	2	-8	2	0.5	0	2	2.7	-0.2	-1
CCN(CC(=O)Nc1c(F)cccc1F)C(=O)c1nc2nccc(C)n2n1	-0.5	1.2	-1	2	-1	2.2	-8	0	0.5	-0.2	-4
COc1ccc(NC(=S)N2CCN(C(=O)c3ccco3)CC2)cc1	-0.6	-2.2	10	-4	0	-0.2	-6	-1	-1.4	-0.1	-1
O=C(NCc1ccco1)c1ccc(Cl)c(S(=O)(=O)N2CCc3ccccc32)c1	-1.5	-2.3	-3	-2	8	-1.6	0	5	-1.7	-0.6	-4
CC1CCN(C(=O)CSc2nc3ccccc3[nH]2)CC1	-0.2	1.5	3	3	-3	8.1	-3	3	2.5	3.0	3
CCNS(=O)(=O)c1ccc(CCC(=O)NCc2ccccn2)cc1	-0.9	0.8	2	3	-4	3.4	-3	2	0.4	0.1	0
COCCNC(=O)CCCCCNS(=O)(=O)c1ccc(C)cc1	-1.4	-1.7	0	-2	0	-0.1	3	2	-0.2	-0.2	5
C/C(=N\OCc1cccc(C(=O)O)c1)c1ccc(Cl)cc1	0.6	8.8*	2	-2	0	13*	-3	1	x	2.9	6
COc1ccc(C(=O)Nc2ccc3c(c2)OCO3)cc1OC	-1.5	3.2	-2	1	0	6.5	8	2	1.0	1.6	17*
CCCCNC(=O)c1nc(C2CCN(S(=O)(=O)c3ccccc3C(F)(F)F)CC2)oc1-c1ccccc1	-1.0	-0.9	-4	-3	3	-0.4	-3	-4	x	-2.5	-2
CC1CCCCC12NC(=O)N(CC(=O)N1CCN(c3ccccc3)CC1)C2=O (stereo not drawn)	-1.4	0.6	5	0	-2	1.6	-6	0	1.7	0.1	0
Cc1nn(Cc2ccc([N+](=O)[O-])cc2)c(=O)n1-c1ccccc1	-1.8	0.1	-2	3	2	0.6	3	1	-0.2	-1.0	-1
O=C(CSc1nc2ccccc2o1)Nc1cc(C(F)(F)F)ccc1N1CCOCC1	-1.0	-1.9	5	0	0	1.4	4	1	-0.9	-0.3	-2
CC(C)=CC(=O)OCC(=O)Nc1nc(C)c(Cl)cc1Cl	-0.5	-1.3	1	6	-3	-0.9	2	-4	-0.2	0.7	0
CC(N=C(NS(=O)(=O)c1ccc(Cl)cc1)c1ccccc1)C(=O)O (stereo not drawn)	-0.7	0.2	-2	-9	3	0.2	5	-1	0.2	0.5	0
Cc1ccc(NC(=O)c2cc(S(=O)(=O)N3CCOCC3)c(Br)s2)cc1	-1.5	-1.1	5	-1	6	-0.5	-2	1	-0.9	-0.9	-6
CCOC(=O)c1c(C)[nH]c(C(=O)OCc2ccc(F)cc2)c1C	-0.6	2.6	7	1	-4	7.9	-6	-2	2.7	5.7*	3
COc1ccc(S(=O)(=O)N(CCc2ccccc2)CC(=O)O)cc1	-1.6	-0.8	0	-1	-5	2.7	-1	-1	-0.6	0.2	0
CC1CC(=O)N(CC(=O)Nc2ccc(Br)cc2)c2ccccc2S1(=O)=O (stereo not drawn)	-1.2	0.1	-5	9	7	-0.9	-11	0	0.2	-1.6	-3
CC(Nc1nc(-c2ccc(F)cc2)cs1)c1nc2cc(Cl)c(Cl)cc2n1CCOCCO (stereo not drawn)	-0.4	-0.5	1	1	1	1.5	-1	2	-0.8	-0.2	-1
c1ccc(-c2nc(CSc3nnnn3-c3ccccc3)cs2)cc1	0.6	-0.5	5	-3	0	-0.8	-2	1	0.5	1.0	1
O=C1CCN(S(=O)(=O)c2ccccc2)N1	-0.4	-1.3	-9	0	-4	0.6	3	-2	2.4	-0.1	-1
O=C(CCC(=O)N/N=C/c1ccco1)N/N=C/c1ccco1	-1.2	2.3	-4	-2	-4	-0.3	-12	-2	x	0.3	-3
Cc1ccc(C2CCN(C(=S)NC(C)(C)C)C2)cc1 (stereo not drawn)	-0.9	0.8	-4	3	-4	4.9	-6	-1	5.6*	-0.5	3
COc1cc(NC(=O)C2CC(c3ccc(Cl)cc3)=NO2)cc(OC)c1OC (stereo not drawn)	-1.4	-0.7	0	0	-1	-2.5	-6	0	-0.2	-0.6	-2
COc1ccc(CN=C(C#N)C2=C(O)c3ccccc3C2=O)cc1	-1.0	1.2	1	3	-2	5.4	-16	-11	-0.3	0.4	-1
Cc1cc(C(C)(C)C)oc1C(=O)N(CC(=O)NC1CCCC1)Cc1ccc(F)cc1	-1.1	-0.6	-5	-3	-7	-2.9	2	3	0.7	-0.3	-2
Cc1ccc(-c2c(C)sc(NC(=O)C3C4CCC(O4)C3C(=O)O)c2C(=O)OC(C)C)cc1 (stereo not drawn)	-0.1	-0.2	-4	3	-2	-0.9	0	0	0.8	0.3	-2
CCN(C(=O)COC(=O)c1cccc(S(=O)(=O)N2CCOCC2)c1)C1CCS(=O)(=O)C1 (stereo not drawn)	-0.9	-0.8	0	-5	-4	0.2	-3	-1	-0.2	-0.4	-1
Clc1ccc(-n2c(SC/C=C/c3ccccc3)nnc2-c2cccnc2)cc1	-2.2	-2.7	-1	2	14*	-2.0	4	7	-0.2	-1.5	-5
Cc1c(C(=O)NCc2nnc(-c3ccccc3)o2)oc2c(F)cccc12	-1.5	-2.9	5	-5	0	0.9	-4	0	0.5	-0.4	0

3 entries from above, set out differently.
canonical_smiles,ssDAF12 agonist,hcDAF12 agonist,Rev-erbA mod,MBD2 DNA inh,ADAM17 inh,hgDAF12 agonist,PLC-beta3 inh,PLC-gamma1 inh,DAX1 inh-1,DAX1 inh-2,SMARCA2 activ
Clc1ccc(-n2c(SC/C=C/c3ccccc3)nnc2-c2cccnc2)cc1,-2.2,-2.7,-1,2,14*,-2.0,4,7,-0.2,-1.5,-5
Cc1ccc(C2CCN(C(=S)NC(C)(C)C)C2)cc1 (stereo not drawn),-0.9,0.8,-4,3,-4,4.9,-6,-1,5.6*,-0.5,3
O=C1CCN(S(=O)(=O)c2ccccc2)N1,-0.4,-1.3,-9,0,-4,0.6,3,-2,2.4,-0.1,-1

Remaining list, next part:
SMILES	ssDAF12 agonist	hcDAF12 agonist	Rev-erbA mod	MBD2 DNA inh	ADAM17 inh	hgDAF12 agonist	PLC-beta3 inh	PLC-gamma1 inh	DAX1 inh-1	DAX1 inh-2	SMARCA2 activ
CCCCCCC=C1CCC(CN2CCCC2)C1=O (stereo not drawn)	-0.9	1.5	6	2	-1	-0.8	3	2	x	-0.5	-2
CC(=O)N1c2c(cc(Br)cc2S(=O)(=O)NCc2ccc(C)cc2)CC1C (stereo not drawn)	-1.0	-0.7	3	-4	1	-0.5	-2	0	0.9	-0.5	-2
c1cncc(-c2ccc3ncnc(NCc4ccc5c(c4)OCO5)c3c2)c1	-1.6	-1.3	2	4	-1	2.4	-5	0	-0.2	-0.2	2
COc1ccccc1NC(=O)C(C)OC(=O)/C=C/c1ccc2ccccc2n1 (stereo not drawn)	-0.7	0.1	-6	-3	-4	5.4	-2	-4	1.6	-0.2	6
CN1C/C(=C/c2ccccc2[N+](=O)[O-])C(=O)/C(=C\c2ccccc2[N+](=O)[O-])C1	0.0	3.6	8	-1	-4	-1.6	-30	-23	-1.9	-1.5	26*
Cc1ccc(NNC(=O)C2CCC2)cc1C	-0.8	2.3	-1	-1	-2	1.3	-2	3	2.1	0.2	2
CCN(CC)C(=O)Oc1ccc(Br)c2ccccc12	-0.7	0.7	3	-3	1	-1.8	3	-2	2.5	0.4	0
CC(=O)c1sc(NC(=O)C(C)Oc2ccc3c(C)cc(=O)oc3c2)nc1C (stereo not drawn)	-1.4	-0.7	2	-1	-18	-3.5	-16	-3	-0.8	-3.0	-2
COc1ccc(CNC(=O)C2CCC(CNS(=O)(=O)c3cccs3)CC2)cc1 (stereo not drawn)	-1.8	-2.3	-3	5	-2	1.1	-4	-2	0.1	-0.5	0
CC(C)(CN1CCN(Cc2ccccc2)CC1)NS(=O)(=O)c1ccc(Cl)cc1	-2.0	-1.3	-2	1	-2	1.0	-3	2	-2.6	-0.8	-4
COc1ccc(CSCC(=O)NN=C2CCN(C)CC2)cc1	-1.3	0.5	-4	-5	-1	3.6	-3	-3	1.0	-0.3	-1
CCOC(=O)[C@]12CCCC=C1N(Cc1ccccc1)C(=O)[C@H](CC(=O)N1CCC(c3ccccc3)CC1)C2	-0.4	-2.2	-1	4	-1	-1.9	0	4	x	-0.9	-5
CCOc1ccc(CO/N=C/c2c(C)[nH]c(=O)[nH]c2=O)cc1	-1.3	-1.0	9	3	6	0.0	0	13*	-0.6	0.2	-4
NC(N)=NS(=O)(=O)c1ccc(NC(=S)NC(=O)c2ccc(Br)cc2)cc1	-1.4	0.2	3	4	2	-1.0	-1	4	1.3	-0.6	-1
N#Cc1ccc(C(=O)Nc2cc(S(=O)(=O)Nc3ccc(Cl)cc3)ccc2N2CCCCC2)cc1	-0.5	-0.1	3	4	-2	2.5	-7	1	-0.7	-0.1	-2
Cc1ccc(S(=O)(=O)N2[C@@H](c3cccc(Cl)c3)C(C(=O)O)=CC[C@H]2c2cccc(C)c2)cc1	-1.1	0.2	0	-1	-4	3.5	0	-3	0.4	-0.2	0
COc1ccccc1NC(=O)C1CCCN(S(=O)(=O)c2cccc3nsnc23)C1 (stereo not drawn)	-1.0	-1.6	4	0	-6	0.5	-4	0	-1.4	-0.7	-1
CN(Cc1ccccc1)C(=O)c1cccc(NC(=O)Cc2ccc(NC(=O)C3CCN(C(=O)C4CCCC4)CC3)cc2)c1	-1.3	-0.6	2	-5	1	-3.2	-3	1	-2.3	-1.2	-2
CC(=O)c1c(C)[nH]c(C(=O)Nc2cccc(S(=O)(=O)N3CCCC3)c2)c1C	-0.6	0.1	3	6	-2	-3.5	-8	2	0.8	0.1	-3
CC(C)(C)n1ncc2c(=O)n(CC(=O)Nc3ccc4c(c3)OCCO4)cnc21	-1.6	-1.7	-5	2	0	-0.4	2	-3	-1.9	-0.7	-2
CCCCCOc1ccc(Cn2ccnc2)cc1[N+](=O)[O-]	-2.3	-2.4	-5	4	-2	-3.2	-2	1	-2.7	0.0	1
O=C(Nc1cccc(C(F)(F)F)c1)C1CCCN(c2ncccn2)C1 (stereo not drawn)	-0.9	-2.6	7	-1	-8	-2.2	-16	-9	-0.5	-1.0	-2
COc1ccc(C(=O)Nc2ccccc2[N+](=O)[O-])cc1S(=O)(=O)N1CCOCC1	-1.4	-2.6	-3	-3	3	-2.1	1	3	-0.3	-4.0	-2

From PubChem
